Assay outcomes from PubChem BioAssay.
CD40 NFkB inh: CD40 pathway inhibition in BL2 cells; AID 1053188; 0.94% of 83,000 active; BL2 NF-kB luciferase reporter, CD40L-induced, 4 h; inhibition, % at 10 µM;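 active = mean inhibition of at least 50% with a set share of replicates also reaching that level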;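 also: 0% = neutral control wells and 100% = IKK inhibitor VII at 50 µM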
Numbers without * were called inactive; [ ] = dose if it differs, or a comment. This is a subset, so the mix of outcomes need not match the whole.

SMILES,CD40 NFkB inh
C[C@@H](NC(=O)[C@H]1[C@H](CO)[C@H]2Cn3c(cccc3=O)[C@@H]1N2Cc1ccncc1)c1ccccc1,-3.9[25 µM]
C[C@H]1CN([C@@H](C)CO)C(=O)c2c(c3ccccc3n2C)-c2ccccc2CO[C@H]1CN(C)C(=O)Nc1ccc(-c2ccccc2)cc1,-2.0
O=C(CNc1cccc([N+](=O)[O-])c1)N1CCN(S(=O)(=O)c2ccc(Cl)cc2)CC1,7.2
Cc1cc(C)cc(NC(=O)C(c2ccccc2)N2CCN(CC(=O)NC3CC3)CC2)c1 (stereo not drawn),-33.1
CCOC(=O)C1(CC2CCCCO2)CCN(Cc2nc(C(C)C)cs2)CC1 (stereo not drawn),8.1
CN(c1nc(-c2ccccc2)cs1)C1CCS(=O)(=O)C1 (stereo not drawn),-59.1
Oc1ccc(Cc2ccccc2)c2cccnc12,82.5*
O=C(O)CCCCCNC(=O)Nc1ccc2c(c1)OCCO2,3.8
O=C(O)C1C2CCC(C2)C1C(=O)NCCc1cccc(Cl)c1 (stereo not drawn),-2.7
CCOc1ccc(NC(=O)c2cccc(-n3cnnn3)c2)cc1,-13.5
O=C(O)c1sc2cccc(Cl)c2c1Cl,-19.4
C[C@@H]1CN(C)C(=O)c2cccc(N)c2O[C@@H]1CN(C)C,11.6
Cc1cc(Nc2cccc([N+](=O)[O-])c2)n2c(nc3ccccc32)c1C#N,77.8*
CCCCc1ncc(CN2CCC(n3nccc3NC(=O)c3ccccc3Cl)CC2)[nH]1,11.7
CC(=O)N1CCN(S(=O)(=O)c2cccc(C(=O)Nc3nc4c(s3)CCCC4)c2)CC1,41.9
C[C@@H](NC(=O)[C@@H]1N[C@@H]2c3ccc(C4=CCCC4)c(=O)n3C[C@@H]2[C@H]1CO)c1ccccc1,7.0[25 µM]
COCC(=O)Nc1ccc2c(c1)[C@@H]1C[C@H](CC(=O)NCc3ccc4c(c3)OCO4)O[C@@H](CO)[C@@H]1O2,3.5[25 µM]
O=C(c1cc2c(s1)CCCCC2)N1CCN(c2ncccn2)CC1,7.3
CCCCCNc1ncnc2c(C)[nH]nc12,-31.1
COc1ccccc1Nc1nc(C)c(C(=O)Nc2ccccc2)s1,17.6
COc1ccccc1NC(=O)C(C)OC(=O)CCSc1ccc(F)cc1 (stereo not drawn),3.7
CCOC(=O)c1nc(Nc2ccc(N3CCOCC3)cc2)c2ccccc2n1,-8.8
CO[C@@H]1CN(C)C(=O)c2cc(NC(=O)C3CCOCC3)ccc2OC[C@@H](C)NC[C@@H]1C,3.0[25 µM]
COc1ccccc1-c1cnc2c(c1)C(=O)N([C@H](C)CO)C[C@H](C)[C@H](CN(C)C(=O)CC1CC1)O2,4.8[25 µM]
CC1CCN(C(=S)c2ccc(N(C)C)cc2)CC1,-26.0
Cc1cc(C(=O)Nc2ccccn2)no1,-8.0
O=C(NCc1ccc(F)cc1)C(=O)NCC1CCCN1S(=O)(=O)c1ccccc1 (stereo not drawn),0.1
CCn1ncc(C2=NOC(C(=O)N3CCN(c4ccccc4)CC3)C2)c1C (stereo not drawn),3.3
Fc1nc(F)c(F)c(NCCCNc2c(F)c(F)nc(F)c2F)c1F,-2.7
O=C(c1ccccn1)N1C[C@H]2[C@@H](c3ccccc31)[C@@H](CO)N2C(=O)C1CC1,-0.3

The closing 4 records of the part before lead into the next:
SMILES,CD40 NFkB inh
O=C(NCc1ccc(F)cc1)C(=O)NCC1CCCN1S(=O)(=O)c1ccccc1 (stereo not drawn),0.1
CCn1ncc(C2=NOC(C(=O)N3CCN(c4ccccc4)CC3)C2)c1C (stereo not drawn),3.3
Fc1nc(F)c(F)c(NCCCNc2c(F)c(F)nc(F)c2F)c1F,-2.7
O=C(c1ccccn1)N1C[C@H]2[C@@H](c3ccccc31)[C@@H](CO)N2C(=O)C1CC1,-0.3
CN(C(=O)COC(=O)c1ccc2c(c1)NC(=O)CS2)C1CCS(=O)(=O)C1 (stereo not drawn),5.4
CC1CCCC(NC(=O)C2CCN(C(=O)Nc3ccccc3)CC2)C1C (stereo not drawn),-19.3
COc1cccc(-c2cc(NC(C)=O)c3ncc(-c4ccc(OC)c(OC)c4)n3c2)c1,-35.1
C[C@@H]1CN([C@@H](C)CO)C(=O)c2c(c3ccccc3n2C)-c2ccccc2CO[C@@H]1CN(C)S(=O)(=O)c1cccs1,-4.8[25 µM]
Cc1ccccc1-c1ccc([C@H]2[C@H](CO)N3C(=O)CN(C(=O)c4ccncc4)C[C@@H]23)cc1,4.5[25 µM]
COc1ccc(NC(=O)CN2C(=O)NC(c3ccccc3)(c3ccccc3)C2=O)cc1,-6.1
C/C=C/c1ccc(OCC(=O)OCC)c(OC)c1,-1.8
COc1ccccc1/C=C/C(=O)NC(=S)N(C)C1CCCCC1,0.3
O=C(CCCc1nc2ccccc2s1)NC(c1ccccc1)c1ccccc1,7.9
COCC(=O)N1[C@H](CO)[C@H](c2ccccc2C2=CCCC2)[C@@H]1C#N,-2.3[25 µM]
C[C@H](CO)N1C[C@H](C)[C@H](CN(C)C(=O)Nc2ccccc2)OCc2ccccc2-c2c(n(C)c3ccccc23)C1=O,-10.8
CC(=O)N1[C@@H](CO)[C@@H](c2ccc(C3=CCCC3)cc2)C12CN(C(=O)NC(C)C)C2,-5.4[25 µM]
COc1cccc(-c2ccc([C@@H]3[C@@H](CO)N4CCCCN(CC5CC5)C[C@H]34)cc2)c1,-6.9[25 µM]
COc1cc2c(cc1OC)C(C(=O)Nc1ccccn1)C(c1cccnc1)N(C)C2=O (stereo not drawn),8.1
CCOc1ccccc1-c1nn2c(Cc3ccccc3)nnc2s1,-2.3
CCOC(=O)C(=O)Nc1ccc(Oc2ccccc2)cc1,11.5
CCOC(=O)c1nonc1NC(C)=O,11.9
OC[C@H]1[C@H](c2ccc(C#Cc3ccccc3F)cc2)[C@@H]2CN(Cc3cncnc3)CCCCN12,-18.5[25 µM]
CCOc1cc(C(=O)Nc2cc(OC)cc(OC)c2)ccc1OCC(=O)N1CCOCC1,4.5
O=C1c2cccc3c([N+](=O)[O-])ccc(c23)C(=O)N1Cc1cccnc1,83.6*
CCOc1ccc(NC(N)=O)cc1OCC,12.8
Cc1ccc(-c2ccc([C@@H]3[C@H](CO)N4C(=O)CN(C(=O)NC(C)C)C[C@@H]34)cc2)cc1,14.2[25 µM]
O=C(COC(=O)c1cc2c(s1)CCCCC2)NC1CCS(=O)(=O)C1 (stereo not drawn),5.4
Cc1noc(C)c1NC(=O)N(C)C[C@@H]1Oc2cc(C#CCN(C)C)ccc2S(=O)(=O)N([C@H](C)CO)C[C@H]1C,-17.0[25 µM]
COCc1c(C(=O)NCC(c2ccco2)N2CCCC2)oc2ccccc12 (stereo not drawn),1.0
COc1ccc(Cc2nnc(NS(=O)(=O)Cc3ccccc3)s2)cc1,6.1
CC(=O)c1ccc(NC(=O)COC(=O)CC2CC3CCC2C3)cc1 (stereo not drawn),5.5
Nc1nc(C(F)(F)F)cc(=O)[nH]1,7.0
COc1ccc(N2CCN(C(=O)CN(C)S(=O)(=O)c3ccc4c(c3)c(=O)n(C)c(=O)n4C)CC2)cc1,4.5
COc1ccc(Nc2cc(C)c3ccccc3n2)cc1,-63.4

As a short view, 4 of the compounds above.
SMILES,CD40 NFkB inh
C[C@H]1CN([C@@H](C)CO)C(=O)c2c(c3ccccc3n2C)-c2ccccc2CO[C@H]1CN(C)C(=O)Nc1ccc(-c2ccccc2)cc1,-2.0
O=C(CNc1cccc([N+](=O)[O-])c1)N1CCN(S(=O)(=O)c2ccc(Cl)cc2)CC1,7.2
Cc1cc(C)cc(NC(=O)C(c2ccccc2)N2CCN(CC(=O)NC3CC3)CC2)c1 (stereo not drawn),-33.1
CCOC(=O)C1(CC2CCCCO2)CCN(Cc2nc(C(C)C)cs2)CC1 (stereo not drawn),8.1

New compounds follow:
SMILES,CD40 NFkB inh
COc1ccc(C=NNc2ccc([N+](=O)[O-])cn2)cc1,-85.0
COC(=O)C[C@@H]1CC[C@H]2[C@H](COc3ccc(NS(=O)(=O)c4ccc(C)cc4)cc3C(=O)N2C)O1,6.4[25 µM]
Cc1ccc2cc(S(=O)(=O)NCCCC(=O)O)ccc2c1,0.0
O=C(COC(=O)C12CC3CC(CC(O)(C3)C1)C2)NC12CC3CC(CC(C3)C1)C2,-1.1
Cc1cc(C)cc(C(=O)NCC(=O)N(C)CCOc2ccccc2)c1,15.1
Cc1cccc(NS(=O)(=O)c2cccc3cccnc23)n1,8.7
O=[N+]([O-])c1ccc(Cl)c2cccnc12,9.3
COc1ccc(NC(=O)CN(C)C(=O)c2cccc(S(=O)(=O)N3CCN(C)CC3)c2)cc1,6.0
CN1CCN(C(=O)c2cn(-c3ccccc3)nc2-c2cccnc2)CC1,-3.4
CC(C)(C)Cc1cc(N)on1,3.0
Cc1ccccc1C(=O)Nc1ccnc(-c2ccncc2)n1,-7.8
CCCNC(=O)N1[C@H](CO)[C@@H]2c3ccccc3N(C(=O)C3CC3)C[C@@H]21,1.5
Cc1cccn2c(CN3CCNC(=O)CC3)c(C(=O)N(C)CCc3ccccc3)nc12,5.8
COc1cccc(CNC(=O)COC(=O)c2ccc(C(=O)c3ccccc3)cc2)c1,-4.1
O=C(CC1SC(N2CCOCC2)=NC1=O)Nc1ccc(Cl)cc1 (stereo not drawn),-2.1
Cc1ccc(NC(=O)C(C)SCC(=O)Nc2ccc(F)cc2)cc1S(=O)(=O)N1CCOCC1 (stereo not drawn),-1.0
COc1ccc(S(=O)(=O)N2CCN(C(=O)CC3CC4CCC3C4)CC2)cc1 (stereo not drawn),10.7
Cc1ccc(NCCC#N)cc1C,0.1
CN(c1ccccc1)S(=O)(=O)c1cccc(NC(=O)c2ccc3ncsc3c2)c1,1.7
Cc1nc(N2CCCCC2)c(C#N)c(C)c1[N+](=O)[O-],8.9
CN1CCN(C(=O)C[C@H]2C[C@@H]3c4cc(NC(=O)C5CCC5)ccc4O[C@@H]3[C@H](CO)O2)CC1,-4.8[25 µM]
COc1ccccc1CN(C)CC(=O)Nc1cccc(S(=O)(=O)N2CCCCC2)c1,0.5
CCC(C)N(C(=O)CSc1nc(C)nc2ccccc12)C1CCS(=O)(=O)C1 (stereo not drawn),20.0
CC1(C)Cc2c(sc(/N=C/N3CCOCC3)c2C#N)C(C)(C)N1,-0.3
COc1ccc(-n2c(=O)c3c(C)c(C)sc3n(Cc3cccc(F)c3)c2=O)c(OC)c1,4.1
CCOc1cc(N2CCOCC2)c(OCC)cc1NC(=O)c1cnccn1,-6.0
CN1C(=O)c2cc(NC(=O)c3ccc(F)cc3)ccc2OC[C@@H]2O[C@H](CC(=O)NCC3CCCCC3)CC[C@H]21,-2.5
Cn1nc(-c2ccccc2)c2cc(C(=O)O)sc21,1.8
COc1ccc(-c2ccc3n(c2=O)C[C@H]2[C@H](CO)[C@@H](C(=O)N4CCOCC4)N[C@@H]32)cc1,3.9[25 µM]
CC(C)CCNC(=O)C(=O)Nc1ccc2c(c1)N(S(=O)(=O)c1cccs1)CCC2,-25.7

SMILES,CD40 NFkB inh
CCN1C(=O)c2cccc3c(S(=O)(=O)NCc4cccnc4)ccc1c23,27.1
NC(=O)c1sc2nc3c(c(-c4ccco4)c2c1N)CCC3,33.0
O=c1c(-c2ccnn2-c2ccc(F)cc2)cnc2n1CCS2,5.3
COc1ccccc1Cc1nc(-c2ccncc2)no1,-12.5
CN(C)Cc1cn(CC[C@H]2CC[C@@H](NC(=O)Cc3cccnc3)[C@H](CO)O2)nn1,3.0[25 µM]
COc1cc(CNc2ccc(C)c(C)c2)cc(OC)c1OC,-124.0
CO[C@H]1CN(C)C(=O)c2ccc(NC(=O)C3CCCCC3)cc2OC[C@H](C)N(Cc2cccnc2)C[C@@H]1C,-6.9
O=C(/C=C/c1ccco1)Nc1ccccc1C(=O)O,4.6
CCCc1nc(SC2CCCC2)c2c(=O)n(C)c(=O)n(C)c2n1,3.9
Cc1ccc(C(=O)OCC(=O)NNC(=O)c2cccs2)c(O)c1,-2.2
COc1ccc(S(=O)(=O)N2CCCC2c2cccs2)cc1 (stereo not drawn),-7.0
CCN(CC)CC(=O)c1c[nH]c2ccccc12,1.2
C[C@@H]1CN([C@@H](C)CO)C(=O)c2cc(NC(=O)Cc3ccccc3)ccc2O[C@@H](C)CCCCO[C@@H]1CN(C)Cc1ccncc1,-9.1[25 µM]
COCC(=O)N1[C@@H](C#N)[C@@H](c2ccc(C#CCC3CCCC3)cc2)[C@@H]1CO,-18.7[25 µM]
O=C(NC1CCCCC1)NC1C2CC3CC(C2)CC1C3 (stereo not drawn),-6.0
CCOc1ccc(CCn2c(-c3ccco3)nc3ccccc3c2=O)cc1OCC,-19.0
CC1CN(CC(=O)Nc2cc(S(=O)(=O)N3CCCC3)ccc2Cl)CC(C)O1 (stereo not drawn),3.1
CCCCc1ccc(NC(=O)OC)cc1,-9.7
CC(=O)C1CCC2C3CCC4CC(OC(=O)CCC(=O)O)CCC4(C)C3C(=O)CC12C (stereo not drawn),10.9
C[C@H](CO)N1C[C@H](C)[C@@H](CN(C)C(=O)Nc2cccc(Cl)c2Cl)OCc2ccccc2-c2ccccc2C1=O,19.7[25 µM]
Cc1ccc([N+](=O)[O-])c(OCCN2C(=O)NC(C)(C)C2=O)c1,5.6
CC(C)Nc1ncnc2[nH]ncc12,8.8
COc1ccc(/C=N/OCC(=O)N2CCCC2)c(OC)c1,-18.1
CCC(C)C(=O)Nc1cc([N+](=O)[O-])ccc1Cl (stereo not drawn),-4.7
CC(C)c1ccc(C2(C)NC(=O)N(C(C)C(=O)Nc3ccc(N4CCOCC4)cc3)C2=O)cc1 (stereo not drawn),-1.2
CC(=O)c1ccccc1NC(=O)c1ccc(OCc2c(C)noc2C)cc1,15.4
COc1ccc2c3c([nH]c2c1)[C@H](CO)N(CC1CC1)CC31CCN(S(=O)(=O)c2cccc(F)c2)CC1,7.5[25 µM]
